# Bioassay records from PubChem BioAssay.
# TNAP act hi DEA: increases human TNAP activity under high phosphate acceptor concentration; purified TNAP, CDP-star luminescence, 1 M DEA, 30 min; hits give high values; 0 = EDTA background, 1 = DMSO-only activity; activation factor at 20 µM; 200,000 tested, under 10 active; AID 1136;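 active means activation factor at least 2 at 20 µM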
#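 Measured by: Luminescent substrate turnover signal | Test system: Human TNAP | Input: TNAP 1/800 final | Dosing: 20 µM single point | Schedule: 30 min, room temperature | Controls: EDTA wells as negative control, DMSO wells as positive control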
# bIAP act: intestinal alkaline phosphatase (bovine) activation; purified bovine IAP, CDP-star luminescence, 30 min; hits give high values; fold of DMSO-control signal, blank-subtracted; activation factor at 20 µM; actives 0.17% (n = 200,000);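 active means activation factor of 2 or more at 20 µM, a signal rise over negative controls twice the positive control's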
# PPARg SRC-1 ag: PPARgamma-driven SRC-1 recruitment agonism. PPARgamma-SRC-1 coactivator recruitment biochemical assay. actives 0.41% (n = 200,000). activation, % at 8 µM. P37231; in the data active means activation above about 19%;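 further: 0% = DMSO and 100% = reference agonist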
# Target sequence (P37231 whole entry, looked up): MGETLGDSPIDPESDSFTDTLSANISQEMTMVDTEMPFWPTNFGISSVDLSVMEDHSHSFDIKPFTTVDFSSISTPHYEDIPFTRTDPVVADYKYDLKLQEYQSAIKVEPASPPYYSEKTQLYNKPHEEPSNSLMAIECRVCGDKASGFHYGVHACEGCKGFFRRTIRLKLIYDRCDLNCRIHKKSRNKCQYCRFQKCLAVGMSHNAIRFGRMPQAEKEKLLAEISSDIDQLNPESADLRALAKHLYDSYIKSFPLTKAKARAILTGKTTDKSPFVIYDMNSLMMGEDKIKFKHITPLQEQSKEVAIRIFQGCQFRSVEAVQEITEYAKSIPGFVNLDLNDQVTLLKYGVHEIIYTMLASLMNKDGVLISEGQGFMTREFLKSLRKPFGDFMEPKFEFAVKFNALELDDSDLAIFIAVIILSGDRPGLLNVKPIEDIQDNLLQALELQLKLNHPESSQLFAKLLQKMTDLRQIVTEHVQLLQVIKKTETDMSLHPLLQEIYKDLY
# bIAP inhibitor: blocks bovine intestinal alkaline phosphatase activity. purified bovine IAP, CDP-star luminescence, 30 min. inhibition, % at 20 µM. 190,000 tested, under 10 active. AID 1019;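 active means over 50% inhibition of intestinal alkaline phosphatase at 20 µM in the single-dose screen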
#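 Assay system: bovine IAP enzyme; medium: DEA buffer 100 mM, pH 9.8, with MgCl2 1.0 mM, ZnCl2 0.02 mM; doses: 20 µM single dose; incubation: enzyme reaction for 30 min at room temperature; detection: CDP-star luminescence signal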
# PPARg SRC-2 ag: agonists of SRC-2 recruitment by human PPARgamma; PPARgamma LBD-SRC-2 recruitment, biochemical; activation, % at 8 µM; actives 0.34% (n = 200,000); AID 1032; in the data active means activation above about 22%;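 further: 0% = vehicle and 100% = reference agonist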
# TR-FRET SRC-2 ct: TR-FRET artefact, counter-screen to PPARgamma/SRC-2 agonist assay | actives 0.4% (n = 200,000) | hits give high values | TR-FRET ratio at 8 µM; in the data active means TR-FRET ratio above about 2000; further: inactives centre near 1500
# PPARg SRC-3 ag: agonists of human PPARgamma SRC-3 coactivator recruitment; activation, % at 8 µM; actives 0.26% (n = 200,000); biochemical PPARgamma/SRC-3 coactivator recruitment assay; AID 731; in the data active means activation above about 23%;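 further: 0% = DMSO and 100% = reference agonist; some compounds past the cut are filed as inactive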
# TNAP inh noacc: TNAP (human) inhibition, acceptor-free conditions | P05186 | purified TNAP, CDP-star luminescence, 30 min | inhibition, % at 20 µM | actives 0.26% (n = 200,000);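 active means tissue-nonspecific alkaline phosphatase inhibition above about 50% at 20 µM in the single-dose screen, limit read from the data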;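 further: 0% = DMSO negative control and 100% = EDTA positive control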
# HMGR II inh: inhibitors of class II HMG-CoA reductase from Enterococcus faecalis; actives 0.41% (n = 190,000); purified E. faecalis HMGR, NADPH absorbance 340 nm kinetic; inhibition, % at 10 µM;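 active means inhibition above a set limit, the median over all tested compounds plus 3 SD, cut at about 9.5% in these data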;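 further: enzyme runs in reverse so mevalonate oxidation gives rising NADPH absorbance; 0% = complete reaction with DMSO and 100% = background rate lacking mevalonate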
# TNAP inh hiacc: inhibitors of human TNAP at high phosphate acceptor concentration | inhibition, % at 20 µM | P05186 | actives 0.03% (n = 200,000) | purified TNAP, CDP-star luminescence, 1 M DEA;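 active means over 50% inhibition of tissue-nonspecific alkaline phosphatase at 20 µM in the single-dose screen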;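 further: plate controls were DMSO wells for no effect and EDTA-quenched wells as full inhibition for full effect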
# The depositor's hits bear a star; nt = no result given.
SMILES,TNAP act hi DEA,bIAP act,PPARg SRC-1 ag,bIAP inhibitor,PPARg SRC-2 ag,TR-FRET SRC-2 ct,PPARg SRC-3 ag,TNAP inh noacc,HMGR II inh,TNAP inh hiacc
Cn1ncc(Br)c1C(=O)Nc1c(F)c(F)cc(F)c1F,1,0.9,-2,8,7,1386,9,-12,-7,-2
CCOC(=O)C1CCN(S(=O)(=O)c2cccc(-c3cn4cc(Cl)ccc4n3)c2)CC1,1,1.1,-3,-10,11,1588,6,-6,-6,-3
CC(C)(C)NC(=O)NC(=O)Cn1cc(C(F)(F)F)ccc1=O,1,0.9,5,10,6,1353,-2,-12,0,-2
Cc1cc(C)c2nc(/N=C(\N)NC(=O)Nc3ccccc3)nc(C)c2c1,1,0.7,-2,31,4,1630,4,-14,0,-4
O=C(CSc1cn(CCNC(=O)c2cccs2)c2ccccc12)NC1CCCCC1,1,0.8,-4,15,-9,1470,-5,-18,-7,-1
CC(C)C(=O)N1CCN(c2ccc(NC(=O)COc3ccccc3[N+](=O)[O-])cc2)CC1,1.1,1,8,-3,0,1620,2,2,-6,-6
O=C(O)c1cnn(-c2ccccc2)c1-c1ccccc1,1,0.8,0,17,2,1347,2,-7,0,-2
CCCc1nnc(NC(=O)CN2C(=O)C3C4C=CC(C4)C3C2=O)s1 (centres undefined),1,0.9,9,6,-6,1585,18,-10,-2,0
COc1ccc(NC(=O)CSc2n[nH]c(N)n2)c([N+](=O)[O-])c1,1,1.1,-2,-10,-2,1422,0,-4,-4,-3
Cc1cc(C)n2nc(CCc3ccccc3)nc2n1,1,0.9,0,6,-6,1465,-10,-20,-3,-3
CCOc1ccccc1N1CCN(CC(O)COc2ccc3c(C)cc(=O)oc3c2)CC1 (centres undefined),1,1,3,-2,1,1439,-6,-9,-4,-3
COc1ccc(NC(=O)c2nc(-n3nc(C)cc3C)ccc2Cl)cc1Cl,1,1,-6,-5,-2,1365,-3,0,-2,5
O=C(NCN1CCCCC1)c1cnccn1,1.1,0.9,0,9,10,1536,2,-11,-3,-6
CCOC(=O)c1nn(-c2c(C)n(C)n(-c3ccccc3)c2=O)cc1O,1.1,0.9,-5,7,6,1440,2,-18,0,-11
CC1(C)N=C2C(=[N+]1[O-])CCC/C2=N\O,1,0.9,3,11,1,1422,-3,-2,-2,1
O=C(NCC(c1ccco1)N1CCCCC1)c1ccc(OCc2ccccc2)cc1 (centres undefined),1,1.1,-1,-14,-4,1480,-2,-13,2,-5
O=C(c1cccc(S(=O)(=O)N2CCc3ccccc32)c1)N1CCN(c2ccccn2)CC1,1.1,0.9,4,11,1,1731,1,-12,2,-5
CCOc1ccccc1N1CCN(C(=O)CCCN2C(=O)c3cccc4cccc(c34)C2=O)CC1,1,1,11,-2,6,1642,-3,-49,-4,0
COc1ccccc1Oc1coc2c(CN3CCN(C)CC3)c(O)ccc2c1=O,1,1,-5,3,-1,1456,-7,-11,-5,0
COc1cc(C(N)=O)cc(Cl)c1OCc1ccccc1,1.1,1,-2,0,-5,1588,-2,-9,-2,-6
CC(C)COc1cccc(C(=O)NC(=S)Nc2cccc(NC(=O)c3ccccc3Cl)c2)c1,1,0.5,7,nt,4,1578,-1,-9,-5,3
Cc1cc(C)cc(NS(=O)(=O)c2ccc3[nH]c(=O)[nH]c3c2)c1,1,1,-2,-2,4,1523,-16,1,-1,0
CCCNC(=O)NS(=O)(=O)c1cnccc1Sc1ccc(Cl)c(Cl)c1,1.1,0.9,10,12,8,1639,8,-6,0,-7
Cc1ccc(C2CN=NC23CCc2ccccc2C3=O)cc1 (centres undefined),1.1,0.7,4,29,11,1499,6,-11,-3,-7
CC(C)Nc1nc(Oc2cccc(Cl)c2Cl)cc(C(F)(F)F)n1,1,1,6,-1,2,1578,1,-6,-6,0
SMILES,TNAP act hi DEA,bIAP act,PPARg SRC-1 ag,bIAP inhibitor,PPARg SRC-2 ag,TR-FRET SRC-2 ct,PPARg SRC-3 ag,TNAP inh noacc,HMGR II inh,TNAP inh hiacc
O=C(Nc1ccc(N2CCOCC2)cc1)C1CC(=O)N(c2ccccc2)C1 (centres undefined),1,1,1,-2,1,1475,1,-6,1,-3
CC(C)c1cccc(C(C)C)c1NC(=O)CNCc1ccccc1F,1.1,0.9,-8,12,-14,1317,-5,-7,2,-5
CCC(=O)OCCNc1cc(Sc2nc3ccccc3[nH]2)c2nonc2c1[N+](=O)[O-],0.8,0.9,3,11,2,1589,-1,12,1,24
Cc1ccccc1C(=O)NC(=S)Nc1sc2c(c1C#N)CCCC2,1,0.7,-4,34,-9,1346,1,6,0,-2
COc1cc(SC)ccc1C(=O)NCCOc1ccc(Cl)cc1,1.1,1,-7,0,1,1647,7,-14,-2,-7
CS(=O)(=O)n1nc(-c2ccccc2)nc1N,1,1,2,4,-1,1463,-7,-10,-2,0
O=C(Cn1cc(C(=O)c2ccco2)c2ccccc21)NC1CC1,1,1,18,3,6,1746,6,-4,-6,-4
CCOC(=O)C(=O)Nc1ccccc1C(=O)NC(C)C,1,0.9,-1,8,7,1594,-6,-15,-1,1
O=C(Nc1ccc2c(c1)OCO2)c1ccc(Cl)nc1,1,0.9,-2,13,2,1355,-3,-21,-5,-4
CCC(C)(C)n1nnnc1CN1CCC(O)(c2cccc(C(F)(F)F)c2)CC1,nt,nt,-6,nt,0,1403,12,nt,-1,nt
CCOc1ccccc1C1CC(c2ccc(F)cc2)Nc2nc(N)nn21 (centres undefined),1,1,1,-5,9,1615,11,-10,-2,-4
Cc1cc(/C=N/n2cnnc2)c(C)n1-c1ccc(OCc2ccc(Cl)cc2)cc1,1,1,0,-1,8,1492,-1,-10,2,-1
COc1ccc(NC(=O)CSc2nnc(Cc3cccn3C)n2-c2ccc(OC)cc2)cc1,1,1.1,5,-6,-1,1582,3,-4,3,-3
CC1=Nc2cc(C(=O)O)ccc2Sc2ccc(C)cc21,1,1.1,-1,-10,-1,1371,-4,-10,1,2
COc1ccccc1-n1cnc2cc(C(=O)NCC3CCCO3)ccc21 (centres undefined),1,1,2,1,5,1434,0,-11,-4,-4
COc1ccc(N(C(=O)c2cccc([N+](=O)[O-])c2)S(=O)(=O)c2cccs2)cc1,1,0.8,6,18,11,1650,6,-3,-8,-2
Cc1cccc(-n2c(SCC(=O)N3CC(=O)Nc4ccccc43)nc3ccccc3c2=O)c1C,1,1,3,4,3,1551,4,-12,-3,-2
CCc1ccc(-c2csc3ncn(CC(=O)N4CCOCC4)c(=O)c23)cc1,1,1,-5,0,-1,1444,4,-25,-2,-4
Cn1c2ccccc2c(=O)c2c(=O)n(C3CCCCCC3)c(C3CCCCC3)nc21,1,1,0,0,0,1603,3,1,-2,4
COc1ccc(-c2cn3c(C)c(C(=O)NC(C)C)sc3n2)cc1,1,1,10,5,6,1457,-5,-11,-4,-3
N#CC1=C(N)SC(N)=C(C#N)C1CCC1CCCCC1,1,0.8,7,25,2,1614,17,4,1,1
O=C(NCCN1CCOCC1)c1cc(-c2cccs2)on1,1,1.1,8,-7,7,1490,11,-14,2,-1
COc1ccc(OC)c(NC(=O)C(CC(C)C)NC(=O)C2CCCCC2)c1 (centres undefined),1,1,5,-1,3,1719,3,-13,-2,-2
Cc1cccnc1NC(=O)c1c(O)c2cccc3c2n(c1=O)CCC3,1,0.9,13,10,8,1732,3,-1,-2,-3
COc1cc(-n2c(=O)c3ccccc3n(CC(=O)OCc3ccccc3)c2=O)cc(OC)c1OC,1,0.9,9,7,1,1622,6,-16,-2,-4
Cc1ccc(Nc2c([N+](=O)[O-])c(=O)n(C)c3ccccc23)cc1,1,0.9,2,7,1,1601,1,-8,-1,-2
CC1CCc2sc(C(=O)NCc3ccc(F)cc3)cc2C1 (centres undefined),1,0.5,5,45,3,1413,3,-33,-5,-2
O=C(Nc1ccccn1)C12CC3CC(C1)CC(C(=O)Nc1ccccn1)(C3)C2,1,1,6,-2,0,1364,-4,-5,0,2
COc1ccc(C(=O)NC2CCN(C(=S)Nc3ccccc3C)CC2)cc1,1,1,-1,4,8,1680,3,-4,9,-1
CCOC(=O)CNC(=O)CSc1nnc(SCC(=O)NCC(=O)OCC)s1,1,1.1,5,-9,6,1655,2,-5,-5,1

# Of the compounds above, these have an aryl thioether with sulfur outside any ring:
SMILES,TNAP act hi DEA,bIAP act,PPARg SRC-1 ag,bIAP inhibitor,PPARg SRC-2 ag,TR-FRET SRC-2 ct,PPARg SRC-3 ag,TNAP inh noacc,HMGR II inh,TNAP inh hiacc
O=C(CSc1cn(CCNC(=O)c2cccs2)c2ccccc12)NC1CCCCC1,1,0.8,-4,15,-9,1470,-5,-18,-7,-1
COc1ccc(NC(=O)CSc2n[nH]c(N)n2)c([N+](=O)[O-])c1,1,1.1,-2,-10,-2,1422,0,-4,-4,-3
CCCNC(=O)NS(=O)(=O)c1cnccc1Sc1ccc(Cl)c(Cl)c1,1.1,0.9,10,12,8,1639,8,-6,0,-7
CCC(=O)OCCNc1cc(Sc2nc3ccccc3[nH]2)c2nonc2c1[N+](=O)[O-],0.8,0.9,3,11,2,1589,-1,12,1,24
COc1cc(SC)ccc1C(=O)NCCOc1ccc(Cl)cc1,1.1,1,-7,0,1,1647,7,-14,-2,-7
COc1ccc(NC(=O)CSc2nnc(Cc3cccn3C)n2-c2ccc(OC)cc2)cc1,1,1.1,5,-6,-1,1582,3,-4,3,-3
Cc1cccc(-n2c(SCC(=O)N3CC(=O)Nc4ccccc43)nc3ccccc3c2=O)c1C,1,1,3,4,3,1551,4,-12,-3,-2
CCOC(=O)CNC(=O)CSc1nnc(SCC(=O)NCC(=O)OCC)s1,1,1.1,5,-9,6,1655,2,-5,-5,1
